HCV NS3 hel inh – HCV NS3 helicase inhibition | NS3 helicase DNA unwinding, Cy5 molecular beacon fluorescence | inhibition, % at 10.9 µM | 290,000 tested, 0.56% active;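 active = inhibition above the mean of all tested compounds plus 3 SD, set per campaign, cut at about 35% in these data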;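 also: 0% = DMSO wells and 100% = thioflavine S control wells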
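Control set: DMSO versus 110 µM thioflavine S; Material: NS3 helicase fragment of HCV; Measured by: Cy5 fluorescence at 0 and 60 min, beacon hairpin quenching; Read-out basis: percent inhibition from t60/t0 fluorescence ratio; Times: reaction time 60 min, 25 °C; Repeats: single replicate; Compound dosing: single dose, 10.9 µM nominal final, DMSO 0.8% final.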
OXTR agonist – agonists of human oxytocin receptor | activation, % at 3 µM | 320,000 tested, 0.32% active | P30559 | CHO-OTR cells, Fluo-8 calcium fluorescence; normalized: DMSO 0%, oxytocin 100%;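 active = activation above the mean of all tested compounds plus 3 SD, cutoff set per screening run, cut at about 20% in these data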;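 also: peak over basal fluorescence ratio from a 100 s FLIPR kinetic read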
Target sequence (P30559 whole entry, looked up): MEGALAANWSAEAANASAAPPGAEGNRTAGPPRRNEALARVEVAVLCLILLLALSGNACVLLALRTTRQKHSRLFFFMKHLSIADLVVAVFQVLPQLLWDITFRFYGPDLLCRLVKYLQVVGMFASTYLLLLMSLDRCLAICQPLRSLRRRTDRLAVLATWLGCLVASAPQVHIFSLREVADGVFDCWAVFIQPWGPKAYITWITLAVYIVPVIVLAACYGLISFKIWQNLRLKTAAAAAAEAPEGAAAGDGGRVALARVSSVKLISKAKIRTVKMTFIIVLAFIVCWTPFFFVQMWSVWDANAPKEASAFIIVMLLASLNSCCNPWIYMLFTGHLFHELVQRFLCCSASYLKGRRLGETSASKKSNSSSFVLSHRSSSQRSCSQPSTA
FID counter – fluorescent intercalator displacement, NS3 helicase counter-screen; 290,000 tested, 0.17% active; inhibition, % at 7.9 µM; DNA fluorescent intercalator displacement, fluorescence; in the data active = inhibition above about 37%;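 also: 0% = vehicle and 100% = reference compound; higher means more ethidium bromide displaced from hairpin DNA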
PHOSPHO1 block – blocks human PHOSPHO1 phosphatase activity; recombinant PHOSPHO1, absorbance phosphatase assay; 290,000 tested, 1.1% active; AID 1565; inhibition, % at 13.3 µM; Q8TCT1; in the data active = inhibition above about 60%
IMP-1 inh – inhibitors of Pseudomonas aeruginosa IMP-1 metallo-beta-lactamase. purified IMP-1, nitrocefin hydrolysis, epi-absorbance fluorescence. inhibition, % at 5.6 µM. AID 1556. 290,000 tested, 0.45% active;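 active = inhibition above the mean plus 3 SD of all compounds in the same screening run, cut at about 4.5% in these data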;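 also: 0% = IMP-1 with DMSO and 100% = DMSO wells lacking enzyme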
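System: purified recombinant IMP-1 beta-lactamase. Medium: Zinc- and detergent-supplemented HEPES buffer, pH 7.1. Compound: one 5.6 µM dose […]. Schedule: 15 min preincubation plus 25 min reaction at 25 °C. Technique: Epi-absorbance fluorescence, 480 nm excitation, 530 nm emission.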
VIM-2 inh – blocks Pseudomonas aeruginosa VIM-2 metallo-beta-lactamase; purified VIM-2, nitrocefin hydrolysis, epi-absorbance fluorescence; inhibition, % at 5.6 µM; 290,000 tested, 0.89% active; AID 1527;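 active = inhibition above the mean of all tested compounds plus 3 SD, cutoff set per screening run, cut at about 7.5% in these data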;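 also: red hydrolysis product quenches plate fluorescence so inhibitors raise well fluorescence; 0% = enzyme with DMSO and 100% = DMSO without enzyme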
GPR7 antagonist – antagonists of human GPR7 (neuropeptides B/W receptor 1) | P48145 | GPR7-expressing cells, fluorescence antagonist assay | inhibition, % at 4.4 µM | 290,000 tested, 1.1% active; in the data active = inhibition above about 16%, passing the limit was not always enough;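 also: cells stimulated with the agonist NPW; 0% = agonist with vehicle and 100% = vehicle without agonist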
Target sequence (P48145 whole entry, looked up): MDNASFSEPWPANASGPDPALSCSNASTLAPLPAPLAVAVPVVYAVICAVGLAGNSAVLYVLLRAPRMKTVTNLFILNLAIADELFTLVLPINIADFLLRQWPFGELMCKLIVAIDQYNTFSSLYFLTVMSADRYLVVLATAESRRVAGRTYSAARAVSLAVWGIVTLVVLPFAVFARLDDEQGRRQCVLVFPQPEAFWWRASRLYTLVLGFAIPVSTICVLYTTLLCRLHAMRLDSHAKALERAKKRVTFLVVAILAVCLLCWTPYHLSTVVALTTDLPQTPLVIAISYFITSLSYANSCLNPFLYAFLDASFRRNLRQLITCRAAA
V1aR counter – V1a receptor agonism, counter-screen for OXTR agonists; AID 2797; P37288; activation, % at 3 µM; CHO-V1R cells, Fluo-8 calcium fluorescence, agonist mode; 0% DMSO, 100% 3 nM vasopressin; 320,000 tested, 0.25% active;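 active = activation above the mean activation of all tested compounds plus 3 SD, per screening run, cut at about 20% in these data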;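 also: signal is peak over basal fluorescence ratio across a 100 second FLIPR read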
GalR3 antagonist – antagonists of human GalR3; 360,000 tested, 0.44% active; O60755; HEK293 GalR3-CNG cAMP membrane potential fluorescence; galR3 body fused to GalR1 C-terminus; inhibition, % at 3 µM;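 active = inhibition above the screen-wide average plus 3 SD, cut at about 13% in these data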;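 also: forskolin and galanin both at EC90 stimulate the cells; cAMP rise reported by CNG channel membrane potential dye signal; 0% = forskolin plus galanin with DMSO and 100% = forskolin alone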
Target sequence (O60755 1-299 limits assumed): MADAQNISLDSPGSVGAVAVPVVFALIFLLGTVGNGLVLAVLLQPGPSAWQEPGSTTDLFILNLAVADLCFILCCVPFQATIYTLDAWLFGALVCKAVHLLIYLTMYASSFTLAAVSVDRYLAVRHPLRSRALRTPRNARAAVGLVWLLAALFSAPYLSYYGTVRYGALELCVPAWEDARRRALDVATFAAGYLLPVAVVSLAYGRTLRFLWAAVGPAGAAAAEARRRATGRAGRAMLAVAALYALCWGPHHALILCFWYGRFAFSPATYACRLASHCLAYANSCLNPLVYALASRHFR
Numbers without * were called inactive; / = no result given.

SMILES	HCV NS3 hel inh	OXTR agonist	FID counter	PHOSPHO1 block	IMP-1 inh	VIM-2 inh	GPR7 antagonist	V1aR counter	GalR3 antagonist
COc1ccc(-c2csc(Nc3ncccc3C)n2)cc1OC	-12	-2.3	-4	-45	-2.8	-2.8	-16	-0.8	1
CCOC(=O)c1ccc(N2C(=O)CC(N3CCOCC3)C2=O)cc1 (stereo not given)	3	-0.5	-1	29	-1.4	-1.9	-7	0.4	-5
CCOC(=O)CC1C(=O)NCCN1C(=S)Nc1ccccc1 (stereo not given)	10	0.5	-3	-34	-0.8	-1.3	2	-1.0	-1
O=C(CNC(c1ccccc1)c1ccccc1)Nc1ccccc1-c1ccccc1	-23	-1.1	-19	-16	-1.9	-2.7	-15	1.6	-4
COc1ccc(-c2nc3n(n2)C(c2ccncc2)C(C(N)=O)=C(C)N3)cc1 (stereo not given)	-1	-0.2	0	-9	-0.7	-2.4	10	0.2	-2
O=C(CN1C(=O)CCC1=O)Nc1nc2c(F)cc(F)cc2s1	12	1.9	-4	/	-4.7	-0.8	-15	1.0	/
c1ccc2c3c(cc(N4CCOCC4)c2c1)OC1(N2CCOCC2)CCCCC1O3 (stereo not given)	4	-1.1	-2	-14	-3.4	-2.8	0	-0.1	-8
O=C(CCc1cccc(Cl)c1)NC1CCCN(Cc2ccccc2F)C1 (stereo not given)	-8	-1.7	-5	45	-3.1	-1.8	-13	-1.3	-9
Cc1ccc(C2NCCS2)cc1 (stereo not given)	0	0.5	-7	3	0.1	0.2	-4	1.7	-2
COc1cccc(C(=O)Nc2cccc3c2ccc2cccn23)c1	23	-1.7	-26	52	-0.7	1.9	16	-0.2	8
O=C(NN=C1C2CC3CC(C2)CC1C3)c1ccncc1	-3	0.2	-4	19	-3.1	-5.9	3	0.1	-3
CCCCOC(=O)c1c(C)oc2ccc(NS(=O)(=O)c3ccc4c5c(cccc35)C(=O)N4)cc12	1	-1.0	-9	12	0.0	-2.8	-12	-0.7	0
O=C(CN1CCN(S(=O)(=O)N2CCCCCC2)CC1)Nc1ccc(F)cc1	3	3.1	-32	15	-3.9	-1.1	-3	5.8	-10
Cc1sc2ncnc(Sc3nnnn3-c3ccccc3)c2c1C	-1	-0.3	-3	2	-0.8	-3.5	3	2.5	-6
CCn1nnc(NC(=O)c2cc(Cl)c(OC)c(Cl)c2)n1	1	-1.2	-7	-8	-3.4	-1.8	-6	0.6	-2
Cc1[nH]c2c(C)cccc2c(=O)c1CN1CCCCCC1	-10	0.1	-7	/	0.3	-0.1	12	0.2	-7
C=CCn1sc(=N)c(C#N)c1N	-16	0.1	-4	3	-3.7	-5.5	-12	-0.8	3
CC(C)(C)c1ccc(C(=O)N2CCC(NC(=O)c3ccccc3)CC2)cc1	-2	0.5	-43	/	0.3	0.7	7	5.0	-9
C=CCn1c(SCC(=O)Nc2ccc(N3CCOCC3)cc2)nnc1-c1ccco1	10	-0.7	-28	28	0.6	-2.1	5	2.0	-8
O=C(Nc1cccc(F)c1)N1CC=C(n2c(=O)[nH]c3ccccc32)CC1	2	0.7	-19	-32	-7.6	-1.6	-7	2.5	-1
CC(C)CCN1CCN(Cc2nc3c(s2)CCCC3)CC1CCO (stereo not given)	-2	0.3	5	35	-1.3	-1.3	-10	-1.1	-8
COc1ccc(OC)c(CNC(=O)C2CCN(S(C)(=O)=O)CC2)c1	7	1.1	-4	-32	-2.1	-2.5	-2	-0.2	-5
COc1ccc(-n2c3c(cc(C(=O)NNc4ccccc4)c2=O)C(=O)CC(C)(C)C3)cc1	-4	-0.5	-30	-26	1.2	-1.7	-1	2.8	-3
COc1ccc2nc(SCC(N)=O)cc(C)c2c1	7	-1.8	-5	11	-4.2	-3.6	-18	-0.9	-3
CCCNS(=O)(=O)c1ccc(-n2cnnn2)c(OC)c1	10	0.5	-2	-6	-3.0	2.3	2	1.0	-6

Reformatted with values under each structure: entries from further up
Below each compound: HCV NS3 hel inh, OXTR agonist, FID counter, PHOSPHO1 block, IMP-1 inh, VIM-2 inh, GPR7 antagonist, V1aR counter, GalR3 antagonist
- Cc1ccc(C2NCCS2)cc1 (stereo not given)
 : 0, 0.5, -7, 3, 0.1, 0.2, -4, 1.7, -2
- COc1cccc(C(=O)Nc2cccc3c2ccc2cccn23)c1
 : 23, -1.7, -26, 52, -0.7, 1.9, 16, -0.2, 8
- O=C(NN=C1C2CC3CC(C2)CC1C3)c1ccncc1
 : -3, 0.2, -4, 19, -3.1, -5.9, 3, 0.1, -3
- CCCCOC(=O)c1c(C)oc2ccc(NS(=O)(=O)c3ccc4c5c(cccc35)C(=O)N4)cc12
 : 1, -1.0, -9, 12, 0.0, -2.8, -12, -0.7, 0

The list goes on.
SMILES	HCV NS3 hel inh	OXTR agonist	FID counter	PHOSPHO1 block	IMP-1 inh	VIM-2 inh	GPR7 antagonist	V1aR counter	GalR3 antagonist
CCCCC1CCC(C(=O)NC2CCS(=O)(=O)C2)CC1 (stereo not given)	-5	-0.3	-9	-8	-0.1	-0.7	-3	0.7	-2
Cc1cc2c(=O)n(Cc3ccco3)c(SCC(=O)N3CCCc4ccccc43)nc2s1	9	-0.5	-9	16	-1.8	-3.8	7	0.1	-6
Cc1ccc(-c2ccc(C(=O)NCc3ccccc3)o2)c2ccccc12	20	-1.3	-16	-11	-0.7	-1.0	6	-0.5	-5
CCC(C(=O)NCc1cccc(C)c1)n1nc(C)c2c(C)n(-c3ccccc3)nc2c1=O (stereo not given)	-2	-1.1	-47	54	-3.5	-1.8	-21	2.7	-9
COc1cccc(C2CC(c3cccc(NS(C)(=O)=O)c3)=NN2C(=O)c2ccccc2)c1OC (stereo not given)	-6	0.8	-25	7	-3.5	-1.6	-5	1.3	2
CCOC(=O)N1CCN(C(=O)CSc2nnc(CNC(=O)c3ccccc3F)o2)CC1	5	0.0	-6	15	-1.1	-3.6	-11	1.8	-4
CN(C)c1nc(N2CCN(c3ccc(F)cc3)CC2)c(C#N)c(=O)o1	2	/	-1	-30	-0.9	-5.0	-2	/	-6
CN(CCCNC(=O)COc1cc(=O)n(C)c2ccccc12)Cc1ccccc1	5	1.9	0	13	-2.8	-3.2	-6	1.3	-6
Cc1csc(SC(C)C(=O)Nc2ccc3c(c2)OCCO3)n1 (stereo not given)	-4	-0.4	-6	36	-3.2	-3.2	-11	0.1	-2
COC(=O)[C@H]1C[C@@H]1[C@H](N)c1ccccc1	14	-0.5	-4	10	-3.1	-3.2	-1	0.5	0
CN1/C(=C\C(=O)C[n+]2cccc(C(N)=O)c2)C(C)(C)c2ccccc21	8	0.7	8	8	-0.2	0.9	0	1.2	-3
C=CCNC(=O)NC(=O)Cn1c(=O)c2c(ncn2CC)n(Cc2ccccc2)c1=O	-6	0.1	-30	49	-2.0	-2.7	6	0.2	-5
Cc1nnc(NC(=O)CSc2nnnn2Cc2ccccc2)s1	-2	0.8	-6	27	-2.1	-2.3	-2	0.2	2
CCOC(=O)C1=C(CN2CCc3ccccc32)NC(=O)NC1c1ccc(Cl)cc1 (stereo not given)	0	-0.8	-15	19	0.1	-0.3	-2	3.8	-6
CCOC(=O)Cc1csc(NC(=O)c2ccc(Cl)s2)n1	-11	16	-6	14	-1.2	-1.1	-6	5.6	-10
O=C(O)c1cnn(-c2nc(-c3cccc([N+](=O)[O-])c3)cs2)c1C(F)(F)F	33	-1.4	-25	37	-4.0	-2.5	5	0.3	-3
CCCc1[nH]n(-c2ccc(F)cc2)c(=O)c1C=NCC1CCCO1 (stereo not given)	-21	0.0	-10	32	-0.5	-0.7	-17	-0.4	2
COC(=O)c1ccccc1NC(=O)CSc1ccc(C)cc1	-4	-1.7	-15	-32	-1.7	-1.0	1	-1.4	-3
COc1ccc(OC)c(NC(=O)NC2CCCc3ccccc32)c1 (stereo not given)	7	-0.9	-18	29	-2.1	-4.6	-11	-1.3	-2
CCOc1ccc(/C=N/NC(=O)c2cc3c(OC)cc(OC)c(OC)c3[nH]2)cc1	1	-0.8	-16	3	-1.3	0.9	16	1.9	-7
CCCn1c2ccc(C)cc2c2n[nH]c(=S)nc21	2	-1.4	-8	29	-6.6	2.1	-14	-0.5	-11
COc1ccc(-n2cnc3cc(NS(=O)(=O)c4ccc(C)cc4)ccc32)cc1	-4	-0.5	-23	4	0.2	-0.2	-3	0.0	/
CCc1nnc(NC(=O)CN2CCN(c3ccccc3OC)CC2)s1	0	-0.5	-6	-9	-5.7	-2.4	1	-0.4	-6
Cc1n[nH]c(C)c1S(=O)(=O)N(CC(=O)NC1CCCC1)c1ccc(C(C)C)cc1	1	-1.6	-27	0	-4.5	-1.4	8	0.5	-1
Cc1cc(C)n2nc(SCC(=O)c3cccs3)nc2n1	-2	-0.1	-4	8	-3.3	2.0	-1	0.2	-4
Carrying on:
SMILES	HCV NS3 hel inh	OXTR agonist	FID counter	PHOSPHO1 block	IMP-1 inh	VIM-2 inh	GPR7 antagonist	V1aR counter	GalR3 antagonist
CCN(Cc1ccc(NC(C)=O)cc1)CC1CCCN(CCc2cccc(F)c2)C1 (stereo not given)	5	/	7	/	-4.0	-2.4	-4	/	-7
Cc1cc(C)cc(NC(=O)N2CCNC(=O)C2CC(=O)Nc2cc(Cl)ccc2Cl)c1 (stereo not given)	-10	1.0	-9	19	-3.5	-1.9	9	9.5	-3
CCCCNC(=O)NS(=O)(=O)c1ccc(NC(=O)CCC(=O)c2cccs2)cc1	0	-0.5	-13	33	1.4	-2.7	-9	-0.2	-8
COc1cccc(CN(C)CC(=O)NCc2ccccc2Cl)c1	-8	-2.2	-4	4	-3.0	-1.1	10	0.2	0
COc1ccc(NC(=O)CN(C)C(=O)c2cc3c(s2)CCCCC3)cc1	-19	-0.8	-30	8	-3.0	-1.9	-17	1.2	2
C/C(=N\NC(=O)c1ccncc1)c1cccnc1	-4	/	-9	31	-2.6	-2.4	-12	/	1
COC(=O)CN(c1cc([N+](=O)[O-])ccc1OC)S(C)(=O)=O	-24	-0.1	3	47	-3.2	-2.4	-23	0.6	-4
S=c1[nH]nc(COc2cccc3ccccc23)n1Cc1ccccc1	-32	-3.0	-20	-161	-3.8	-2.6	-8	1.0	-3
CSc1ccc(/C=C(\NC(=O)c2ccccc2)C(=O)NN)cc1	-2	0.1	-6	32	-2.1	-2.8	-4	0.9	-6
COc1cc(NC(=S)N2CCC(C(N)=O)CC2)cc(OC)c1	-13	-0.7	-8	7	-4.5	-4.2	-4	0.8	1
Cc1ccc2cc(C)c(SCC(=O)Nc3ccc(S(=O)(=O)N4CCCC4)cc3)nc2c1	-9	-0.1	-20	20	-2.3	0.1	-15	1.6	-6
O=C(NC1CCN(S(=O)(=O)c2ccccc2)CC1)C1CCCCC1	-4	2.2	-4	-21	-1.6	-2.3	-3	0.4	-8
CC(C)(C)CC(=O)Nc1cc(S(=O)(=O)N2CCCCCC2)ccc1Cl	-5	-2.0	-13	14	-3.1	-1.3	7	-1.6	-5
C#CC1(NC(=O)NC(=O)c2c(F)cccc2F)CCCCC1	-7	-0.1	-19	26	-1.1	-1.2	-13	1.4	-3
COc1ccc(-c2cc(COc3ccccc3)on2)cc1	-1	-2.1	-5	42	-3.0	-2.4	4	-0.8	-4
CC(C)OC(=O)CC(=O)CSc1nc2c(cc1C#N)CCC2	6	1.1	-1	50	-2.8	-1.7	-12	0.1	-1

Source: PubChem BioAssay (several laboratories)
